TIM10 inh – growth inhibitors of isogenic TIM10 control yeast, primary screen, counter-screen for tim10-1 yeast inhibitor project, luminescence, uHTS; S. cerevisiae TIM10 strain growth, BacTiter-Glo luminescence, 24 h; hit rate 1.4% among 330,000; inhibition, % at 10 µM; AID 463195, 2010;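 active = inhibition of 40% or more at the single tested concentration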;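 also: wild-type TIM10 isogenic control strain grown at permissive 25 °C; 0% = DMSO yeast wells and 100% = minimal medium wells without yeast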
UPR CHOP act – activators of apoptotic CHOP UPR arm, primary screen, cell-based, CHO-CHOP luciferase reporter, luminescence, uHTS | UPR activation; percent of tunicamycin response over DMSO baseline | AID 449763, 2010 | hit rate 0.34% among 330,000 | activation, % at 10 µM;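 active = at 10 µM dose, activation of 40% or more, normalized to positive control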;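 also: 100% = tunicamycin at 10 µg/mL and 0% = DMSO alone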
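assay system = CHO CHOP reporter cells | amount = 500 CHO-CHOP cells per well | buffer or medium = F12 with 10% FBS | incubation = 16-18 h cell attachment, then 6 h compound exposure, 37 °C | detection = luminescence read with Steady-Glo | read-out = percent activation relative to tunicamycin control | controls = tunicamycin high control, DMSO low control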
tim10-1 inh – growth inhibitors of tim10-1 mutant yeast, primary screen, luminescence, uHTS; S. cerevisiae tim10-1 ts strain growth, BacTiter-Glo, 24 h; inhibition, % at 20 µM; hit rate 2.2% among 330,000; AID 463190, 2010;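 active = inhibition of at least 40%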;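 also: mutant grown at 25 °C; 0% = DMSO wells with yeast and 100% = wells holding no yeast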
UPR XBP1 act – activators of adaptive XBP1 UPR arm, primary screen, cell-based, CHO-XBP1 luciferase reporter, luminescence, uHTS; hit rate 0.33% among 330,000; IRE1-XBP1 UPR activation; percent of tunicamycin response, DMSO as zero; activation, % at 20 µM; AID 463104, 2010;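 active = versus positive control, 20 µM dose yields 30% or more activation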;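 also: 100% = tunicamycin at 10 µg/mL and 0% = DMSO only wells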
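Material: CHO cell line with stable XBP1 luciferase reporter; schedule: 16-18 h cell attachment at 37 °C, then 6 h compound exposure; signal: glow luminescence from Steady-Glo reagent; medium: serum-containing F12 medium, 10% FBS; benchmarks: tunicamycin 10 µg/mL and vehicle-only wells; read-out: percent activation relative to tunicamycin reference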
NLRP3 yeast inh – NALP3 inflammasome inhibitors in reconstituted yeast, primary screen, luminescence, uHTS. inhibition, % at 10 µM. hit rate 0.39% among 330,000. AID 2825, 2010. Yeast reconstituted NLRP3/ASC/caspase-1, beta-gal luminescence, 24 h;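 active = inhibition of 50% or more; inactive = inhibition below 50%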;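 also: plate controls were induced DMSO wells for no effect and uninduced yeast grown without galactose for full effect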
APJ ag – agonists of human apelin receptor APJ, primary screen, CHO-K1 cells, PathHunter beta-arrestin, luminescence. hit rate 0.11% among 330,000. activation, % at 20 µM. 0% DMSO wells, 100% apelin;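 active = activation more than six SD over the plate average, tested at 20 µM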;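 also: 0% = DMSO alone and 100% = apelin-13 at 10 nM; some results filed as inactive read as strong as hits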
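Assay system: engineered CHO-K1 APJ arrestin reporter cells; Amount: 1000 CHO-K1 reporter cells seeded per well; Dosing: one dose, 20 µM compound, 1% DMSO; Times: compound stimulation 90 min at 25 °C, detection 60 min; Measured by: luminescent beta-gal fragment complementation, chemiluminescent substrate; Read-out: APJ–arrestin association signal; Controls: DMSO vs Apelin-13 10 nM.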
Mdm2 MdmX PPI – inhibitors of human Mdm2-MdmX association, primary screen, cell-based, luminescence, split luciferase, SaOS-2, uHTS; AID 485346, 2010; inhibition, % at 8 µM; hit rate 3% among 330,000; SaOS-2 split-luciferase Mdm2/MdmX complementation;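 active = inhibition of at least 50% at 8 µM in the primary screen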
Target sequence (O15151 whole entry, looked up): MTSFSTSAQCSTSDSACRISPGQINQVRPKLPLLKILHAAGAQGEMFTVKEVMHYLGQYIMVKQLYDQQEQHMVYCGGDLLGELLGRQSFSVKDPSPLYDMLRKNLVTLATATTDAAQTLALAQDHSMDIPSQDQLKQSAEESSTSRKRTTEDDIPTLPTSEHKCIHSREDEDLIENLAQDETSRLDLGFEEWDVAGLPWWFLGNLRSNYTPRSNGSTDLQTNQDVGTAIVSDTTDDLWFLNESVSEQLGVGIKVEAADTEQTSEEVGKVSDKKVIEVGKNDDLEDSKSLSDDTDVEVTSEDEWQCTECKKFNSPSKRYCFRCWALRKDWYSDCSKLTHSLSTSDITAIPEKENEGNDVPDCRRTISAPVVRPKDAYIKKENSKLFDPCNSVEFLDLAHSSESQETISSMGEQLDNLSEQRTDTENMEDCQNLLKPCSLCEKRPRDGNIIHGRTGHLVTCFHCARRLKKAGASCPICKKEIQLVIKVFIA
Target sequence (Q00987 whole entry, looked up): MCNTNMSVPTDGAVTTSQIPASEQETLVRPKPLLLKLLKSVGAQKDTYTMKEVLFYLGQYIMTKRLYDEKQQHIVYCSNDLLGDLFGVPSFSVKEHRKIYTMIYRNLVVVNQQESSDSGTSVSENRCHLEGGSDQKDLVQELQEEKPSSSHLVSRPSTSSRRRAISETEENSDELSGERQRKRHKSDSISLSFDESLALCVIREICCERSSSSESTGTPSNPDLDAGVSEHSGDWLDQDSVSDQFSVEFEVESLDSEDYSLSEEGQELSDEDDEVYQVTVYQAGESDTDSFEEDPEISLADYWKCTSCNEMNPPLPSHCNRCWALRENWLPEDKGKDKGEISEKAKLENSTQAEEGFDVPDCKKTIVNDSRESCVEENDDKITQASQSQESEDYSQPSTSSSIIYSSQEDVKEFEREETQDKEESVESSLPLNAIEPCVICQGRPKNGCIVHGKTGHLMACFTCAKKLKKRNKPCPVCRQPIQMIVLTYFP
tim23-1 inh – growth inhibitors of tim23-1 mutant yeast, primary screen, luminescence, uHTS. S. cerevisiae tim23-1 growth, BacTiter-Glo luminescence, 24 h. inhibition, % at 20 µM. hit rate 1.3% among 330,000. AID 463212, 2010;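 active = growth inhibition of the mutant yeast at or above 50%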;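 also: temperature-sensitive mutant grown at 25 °C; plate controls were DMSO-treated mutant yeast for no effect and medium wells lacking yeast for full effect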
GRIN3A LBD mod – binders of NR3A ligand-binding domain, primary screen, biophysical, differential scanning fluorimetry, uHTS | Glutamate receptor ionotropic, NMDA 3A (GRIN3A) ligand-binding domain | NR3A LBD differential scanning fluorimetry, Tm shift; 0% = protein alone, 100% = glycine-bound protein | Tm shift relative to glycine control, % at 25 µM | hit rate 2.5% among 340,000;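 active = melting temperature shift of at least 10% of the positive control shift, at one fixed dose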
* marks the source's active call; other numbers are inactive results. This is a random part of the collection, and some 8.2% of all compounds hit somewhere here.

Below each compound – TIM10 inh	UPR CHOP act	tim10-1 inh	UPR XBP1 act	NLRP3 yeast inh	APJ ag	Mdm2 MdmX PPI	tim23-1 inh	GRIN3A LBD mod
1	Cc1ccccc1-c1ccc(=O)n(CC(=O)Nc2ccc(C(=O)N3CCCC3)cc2)n1
    -2	-0.5	11	0	36	13	34	29	-1
2	CC(C)Cc1nc2sc3c(=O)[nH]cnc3c2c2c1CCCC2
    5	-2.5	29	1	-7	-4	8	11	-1
3	Cc1ccccc1NC(=S)NNC(=O)c1ccoc1C
    0	1.9	10	0	22	-7	-27	5	-1
4	Cc1ccc(CNC(=O)C2CCC(CNc3nc(=S)[nH]c4ccccc34)CC2)cc1 (stereo unspecified)
    -31	-2.4	8	0	-3	0	23	-11	-1
5	CCOC(=O)c1cccc(NC(=O)CCn2nnc3ccccc32)c1
    6	-1.4	16	0	5	-1	21	1	-2
6	CC(Sc1nnc(Cc2cccs2)n1C1CCCCC1)C(=O)NCc1ccco1 (stereo unspecified)
    11	0.5	23	1	-8	-4	-14	12	0
7	CCCCN(CC)CCNc1c(N2CCN(C(=O)OCC)CC2)c(=O)c1=O
    1	-2.1	-13	-1	12	2	1	4	2
8	CC(C)Cc1cc(C(=O)N2CCC(N3CCC(C(=O)N4CCOCC4)CC3)CC2)n[nH]1
    -9	-3.1	7	0	12	-2	-7	6	2
9	Cc1ccc(C(c2c(C)nn(-c3ccccc3)c2N)c2c(C)nn(-c3ccccc3)c2N)cc1
    15	-0.5	30	-1	-7	-5	9	14	0
10	O=C(CSC(=S)N1CCCC1)c1cc(Br)cc(Br)c1O
    57*	71*	58*	9	15	-2	-12	52*	-4
11	CCOc1ccc(CCNC(=O)C2CCN(c3nnc(-n4cccc4)s3)CC2)cc1OCC
    3	-0.6	28	-1	9	-4	14	25	0
12	C[C@H]1CN=C(N(C)C)N1CCC1CCCC1
    6	0.3	11	1	15	1	6	5	-1
13	Cn1c(-c2cccc(F)c2)nc2c1c(=O)[nH]c(=O)n2Cc1ccccc1
    -9	-1.6	-10	2	13	-3	20	-2	-1
14	CCSc1nc(O)cc(=O)[nH]1
    -12	-1.0	-4	0	19	-4	13	14	2
15	O=C1CSC2(C(=O)N3CCCc4cccc2c43)N1c1cccc(C(F)(F)F)c1 (stereo unspecified)
    2	-1.5	15	1	10	3	-1	21	2
16	COc1ccc(OC)c2c1sc(=NC(=O)C(C)(C)C)n2C
    15	-0.4	31	0	-2	0	31	19	-1
17	CCOc1ccc(Br)cc1C(=O)N/N=C/c1c[nH]c2ccccc12
    13	0.3	-7	8	26	-3	8	12	10*
18	N#Cc1ccc(NC(=O)COC(=O)CNC(=O)C2CCCCC2)cc1
    0	1.8	16	-3	10	3	8	13	2
19	O=C(/C=C/c1ccco1)Nc1ccc(Oc2ccccc2)cc1
    21	5.9	30	-1	22	12	-5	9	2
20	C=CCn1c(SCC(=O)Nc2cccnc2Cl)nnc1-c1ccc(Cl)cc1
    9	0.0	2	-4	6	-2	-3	9	-1

Molecules listed so far containing bromine, in the order listed:
Below each compound – TIM10 inh	UPR CHOP act	tim10-1 inh	UPR XBP1 act	NLRP3 yeast inh	APJ ag	Mdm2 MdmX PPI	tim23-1 inh	GRIN3A LBD mod
10	O=C(CSC(=S)N1CCCC1)c1cc(Br)cc(Br)c1O
    57*	71*	58*	9	15	-2	-12	52*	-4
17	CCOc1ccc(Br)cc1C(=O)N/N=C/c1c[nH]c2ccccc12
    13	0.3	-7	8	26	-3	8	12	10*

The list goes on:
Below each compound – TIM10 inh	UPR CHOP act	tim10-1 inh	UPR XBP1 act	NLRP3 yeast inh	APJ ag	Mdm2 MdmX PPI	tim23-1 inh	GRIN3A LBD mod
21	O=C(O)C[C@H]1c2cc(C(F)(F)F)ccc2S(=O)(=O)N1Cc1ccccc1
    -1	2.5	8	0	-5	-4	-18	11	1
22	O=C(CSc1ccc2c(c1)OCCO2)Nc1ccc(Br)cn1
    -4	1.6	15	-2	40	7	64*	30	-7
23	COc1ccc(-n2c(COc3ccc4c(c3)OCO4)nnc2SCC(=O)O)cc1
    -4	0.2	-1	-4	3	-3	-22	8	0
24	CCOC(=S)NC(=O)c1sc2ccccc2c1Cl
    10	0.5	8	0	12	-6	9	42	-14
25	Nc1ncnc2c1ncn2[C@@H]1O[C@H](CNCc2c(OCc3ccccc3F)ccc3ccccc23)[C@@H](O)[C@H]1O
    3	-1.2	-11	1	11	-4	45	-35	-1
26	CCOc1ccc(NS(=O)(=O)c2ccc(C(=O)NCCN3CCOCC3)cc2)cc1
    9	4.2	4	-1	14	4	-22	2	3
27	Cc1ccc(C(c2nnnn2CC2CCCO2)N2CCN(c3cccc(C)c3C)CC2)cc1 (stereo unspecified)
    28	-0.7	35	0	9	-3	43	33	0
28	Cc1ccc(C)c(NC(=O)C2CCCN2C(=O)NC2CCCCC2)c1 (stereo unspecified)
    2	3.9	9	-3	-5	-4	-11	4	-1
29	C#CCN(Cc1ccccc1)S(=O)(=O)C=C
    16	4.1	11	2	-2	-2	31	18	1
30	N=c1c2c(-c3ccccc3)c(-c3ccccc3)n(Cc3ccco3)c2ncn1CCCO
    19	2.3	26	1	15	-2	61*	4	3
31	CC(OC(=O)CNC(=O)C12CC3CC(CC(C3)C1)C2)C(=O)Nc1ccc(S(N)(=O)=O)cc1 (stereo unspecified)
    11	-0.8	6	-3	-9	-3	-15	29	-1
32	C=CCN1C(=O)CS/C1=N\S(=O)(=O)c1ccc(Cl)cc1
    12	4.2	21	0	11	-1	14	16	4
33	CCOC(=O)N1CCN(c2c(NCc3ccccn3)c(=O)c2=O)CC1
    2	2.5	-22	0	7	-4	-24	0	3
34	CC(=O)C1=C(O)C(=O)N(C)C1c1ccccc1F (stereo unspecified)
    -27	-3.0	2	-1	8	-5	18	-6	1
35	CC(=O)N1N=C(c2cccc([N+](=O)[O-])c2)OC1c1ccc(Cl)cc1Cl (stereo unspecified)
    23	1.6	40*	3	30	3	1	35	-13
36	O=C(N/N=C\c1ccc([N+](=O)[O-])o1)C1COc2ccccc2O1 (stereo unspecified)
    31	0.4	57*	4	16	2	19	57*	1
37	Cc1ccc(N(C)C(=O)c2ccc(CNc3c(N4CCC(C)CC4)c(=O)c3=O)cc2)cc1
    -4	-0.7	-10	0	7	-4	-9	3	-1
38	Cc1cc(C)cc(NC(=O)CCOc2ccccc2)c1
    23	2.7	3	-1	20	-2	-34	12	0
39	CCOCCCNC(=O)Cn1cnc2sc(C)c(S(=O)(=O)N3CCN(c4ncccn4)CC3)c2c1=O
    5	-0.6	10	-1	16	0	-7	14	-1
40	CCOC(=O)c1sc(NC(=O)Nc2cccc(Cl)c2)cc1C
    11	23	4	6	5	5	78*	2	24*
41	NCC(c1ccco1)c1c[nH]c2ccccc12 (stereo unspecified)
    -5	-0.2	5	-3	9	-1	-9	13	-3
42	COc1ccccc1C1(O)C(=O)Nc2ccccc21 (stereo unspecified)
    -19	0.1	13	-4	3	-2	17	0	-4
43	Cc1ccc(S(=O)(=O)N2CCC(C(=O)NCCN3CCOCC3)CC2)cc1C
    3	0.9	-12	-3	6	-2	2	-16	3
44	COCCCn1c(SCC(=O)NC2CCCC2)nnc1-c1cccs1
    0	-0.7	-5	1	-10	-1	17	-13	0
45	O=C(OC1CCOC1=O)c1ccc(Cl)c(S(=O)(=O)N2CCOCC2)c1 (stereo unspecified)
    -6	1.4	-19	-4	18	-4	-16	1	2
46	Cc1ccc(NC(=O)c2ccc(C(C)(C)C)cc2)cc1-n1cnnn1
    12	4.8	7	0	8	-1	24	-8	-13
47	CC(=O)Oc1ccc(-c2csc(Nc3cccc(C)n3)n2)cc1
    13	6.3	17	9	36	2	-143	21	3
48	COc1ccc(OC)c(-c2csc(NC(=O)Cc3cc(OC)c(OC)c(OC)c3)n2)c1
    12	3.0	-2	3	18	1	2	5	-3
49	COc1ccc(OC)c(NC(=O)c2cccnc2Sc2cc(C)ccc2C)c1
    13	2.5	27	-2	1	0	6	38	0
50	COc1ccc(N(C(=O)C(C)C)S(=O)(=O)c2ccc3ccccc3c2)cc1
    12	3.8	7	-3	-10	-4	10	29	-1
51	CCOC(=O)Cc1csc(NC(=O)COc2cccc(C)c2)n1
    -5	-0.6	22	-2	24	-3	6	19	1
52	COc1ccccc1NC(=O)CCN1C(=O)c2ccccc2C1=O
    9	0.8	1	1	16	-2	-2	11	0
53	Cc1ccc2nc(-c3ccccc3)cc(C(=O)O)c2c1
    -3	-0.3	9	2	7	-4	-22	17	0
54	CN(Cc1cccc(F)c1)C(=O)CSc1nnnn1C1CC1
    -3	0.7	2	3	11	-4	14	12	-2
55	CCc1ccc(C(=O)Nc2ccc3nc(C)ccc3c2)cc1
    -19	5.4	-60	3	33	-1	-113	11	1
56	COC(=O)NCc1ccc(CNC(=O)OC)cc1
    2	-1.0	-1	-1	2	-1	17	2	0
57	NS(=O)(=O)c1ccc(N/C=C\C(=O)c2cccc3ccccc23)cc1
    20	3.4	17	3	22	0	-52	21	5
58	Cc1onc(-c2ccccc2)c1C(=O)Nc1ccc2c(c1)OCCO2
    10	0.2	11	-4	27	-8	8	1	1
59	COc1ccccc1NC(=O)c1ccc(NC(=O)c2ccc(=O)[nH]c2)cc1
    6	0.7	-5	-2	12	-5	25	6	-5
60	O=C(CNC(=O)c1ccccc1F)NCCc1ccc(Cl)cc1Cl
    7	2.6	-3	3	12	1	-6	18	0
61	O=C(c1cc([N+](=O)[O-])ccc1N1CCOCC1)N1CCN(c2ccc([N+](=O)[O-])cc2)CC1
    -3	-2.2	-3	0	20	-7	10	-20	1
62	Cc1ccc(Cn2nnc3c(=O)[nH]c(C4CCN(S(=O)(=O)c5ccc(F)cc5)CC4)nc32)cc1
    -1	0.6	4	-3	-5	-4	-10	10	-3
63	CSc1ccccc1C(=O)NC1CCCC1
    -5	1.1	7	0	-22	-2	-2	-6	1
64	Cc1cc(Cl)ccc1OCC(=O)N/N=C/c1ccncc1
    7	-0.3	34	-2	15	-1	18	8	-2
65	CCN(CC)S(=O)(=O)c1ccc(Cl)c(NC(=O)COC(=O)c2ccc(O)cc2)c1
    -6	-2.3	22	0	-1	-2	17	23	-2
66	Cc1ccc(NC(=O)C2CCN(C(=O)OC(C)(C)C)CC2)cc1S(=O)(=O)N1CCCCC1
    56*	1.8	4	-2	11	-1	19	2	1
67	O=C(Nc1ccc(-c2csnn2)cc1)C(Cl)(Cl)Cl
    6	3.8	6	1	43	5	-22	3	-3

Assay outcomes: PubChem BioAssay, Sanford-Burnham Center for Chemical Genomics
